Source: PubChem BioAssay
Vif-APOBEC3F blk – blocks the Vif interaction with APOBEC3F | HeLa A3F-eYFP + Vif (tagged APOBEC3F with the HIV-1 protein that degrades it), YFP fluorescence increase | Potency, µM (series often up to 46.1 µM), for inactives: top-dose activity, negative = active | 390,000 compounds, 0.2% hits | AID 602313; also: potency is read from the fitted curve at half-maximal effect; % of control where 0% means no effect; nearly all actives have a fitted effect of over 65% in size
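HeLa cells stably expressing Vif plus C-terminally eYFP-tagged A3F were seeded, incubated overnight at 37 deg C, dosed with compound, incubated overnight again at 37 deg C. Yellow fluorescence (Ex 488/Em 500-530) reported blocked Vif-mediated A3F-eYFP degradation.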
LDHA inh – inhibitors of human lactate dehydrogenase A. P00338. purified LDHA, NADH/diaphorase-resazurin fluorescence; active compounds read low. activity change, % (values are at about 110 or 230 µM). 480,000 compounds, 0.15% hits; in the data active = activity change below about -30%; inconclusive = mostly about -25% to -30%;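 also: plate controls were DMSO wells for no effect and wells without enzyme for full effect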
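LDH5 2 nM; NADH 0.06 mM, pyruvate 0.2 mM; 200 mM Tris pH 7.4, EDTA, Tween-20; 5 min RT. Detection: diaphorase 0.133 mg/mL + resazurin 37 µM, fluorescence ex540/em590 at 0 and 20 min; normalized to enzyme-free and DMSO wells.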
D1 antag – blocks dopamine activation of the human D1 receptor; AID 504652; P21728; activity change, negative = inhibition, % at 10 µM; HEK293 TREx D1 cells, calcium flux, dopamine EC80; active compounds read low; 360,000 compounds, 3.2% hits; in the data active = activity change below about -30%; also: % is scaled to controls: 0 for no effect and ±100 for the full control effect
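Inducible Hek293 Trex D1 cells (tetracycline, overnight, 30 C). Calcium dye 30–90 min RT. Antagonist mode: EC80 dopamine added after 180 s compound read.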
RXFP1 ag – agonists of human relaxin receptor RXFP1. Q9HBX9. HEK293T-RXFP1 cAMP TR-FRET, 30 min; response scale: percent of porcine relaxin response, buffer zero. Potency, µM (highest dose often 57.5 µM), for the others: at the top dose activation, hits mostly activators. 370,000 compounds, 0.3% hits; also: potency is read from the fitted curve at half-maximal effect; % is scaled to controls: 0 for no effect and ±100 for the full control effect; nearly all actives have a fitted effect of over 60% in size; many of its hits are not listed in these tables
Target sequence (Q9HBX9 whole entry, looked up): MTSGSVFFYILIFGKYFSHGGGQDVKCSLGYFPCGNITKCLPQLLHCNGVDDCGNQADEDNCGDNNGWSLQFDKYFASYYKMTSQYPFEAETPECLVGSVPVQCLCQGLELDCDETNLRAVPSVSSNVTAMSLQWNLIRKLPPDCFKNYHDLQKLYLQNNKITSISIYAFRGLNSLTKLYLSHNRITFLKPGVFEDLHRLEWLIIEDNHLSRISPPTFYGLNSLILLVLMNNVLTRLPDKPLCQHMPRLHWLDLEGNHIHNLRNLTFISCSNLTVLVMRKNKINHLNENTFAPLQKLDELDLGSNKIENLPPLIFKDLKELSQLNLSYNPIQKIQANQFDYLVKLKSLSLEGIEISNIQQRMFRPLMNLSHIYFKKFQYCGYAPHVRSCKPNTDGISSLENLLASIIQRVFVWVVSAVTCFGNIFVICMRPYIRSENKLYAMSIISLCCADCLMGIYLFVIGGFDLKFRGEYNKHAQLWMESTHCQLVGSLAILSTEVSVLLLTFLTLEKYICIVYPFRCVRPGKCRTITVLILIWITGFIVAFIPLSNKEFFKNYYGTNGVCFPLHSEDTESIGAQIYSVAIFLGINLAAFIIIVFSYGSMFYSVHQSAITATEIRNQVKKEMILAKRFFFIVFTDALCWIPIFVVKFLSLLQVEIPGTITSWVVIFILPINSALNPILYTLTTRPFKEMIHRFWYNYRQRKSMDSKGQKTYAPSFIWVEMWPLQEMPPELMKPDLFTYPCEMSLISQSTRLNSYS
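cAMP rise read by TR-FRET after 30 min, 37C compound exposure (up to 58 uM) in RXFP1-transfected HEK293 cells with Ro 20174 present. EC50 from Hill-equation fits, with 29 nM porcine relaxin as 100% and buffer as basal.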
D2 potentiator – D2 dopamine receptor (human) potentiation; P14416; HEK293 T-REx D2, calcium flux, EC20 dopamine potentiation; potentiation, % at 10 µM; 340,000 compounds, 0.34% hits;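 active = potentiation over 3 SD above the plate norm, cut at about 30% in these data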; also: 0% is about no effect
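Potentiation of an EC20 dopamine calcium response is measured in a force-coupled, tetracycline-inducible Hek293 Trex D2 line. Compound-only kinetic reads over 180 s flag agonists before dopamine addition.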
Glioma ERSR ind – induces the endoplasmic reticulum stress response in human glioma cells. U87-MG GRP78 promoter luciferase reporter, 16 h. Potency, µM, without a hit: at the top dose activation, most hits filed as activators. 420,000 compounds, 0.02% hits. AID 602332; also: potency is read from the fitted curve at half-maximal effect; series mostly up to about 76 µM; % of control where 0% means no effect; nearly all actives have a fitted effect of over 35% in size
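Stably transfected U87-MG glioma cells carrying a GRP78-based luciferase sensor; 16 h compound incubation. Luminescence end-point read 10 min after Bright-Glo addition at room temperature.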
Vif-APOBEC3G blk – Vif-A3G binding inhibition. Q9HC16. HeLa A3G-eYFP + Vif (tagged APOBEC3G with the HIV-1 protein that degrades it), YFP fluorescence, overnight. Potency, µM (titrated, usually from 46.1 µM), inactives show top-dose activity, negative = active, usual class: inhibitors. 410,000 compounds, 0.076% hits. AID 602310;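 also: potency is read from the fitted curve at half-maximal effect; % is scaled to controls: 0 for no effect and ±100 for the full control effect; nearly all actives have a fitted effect of over 60% in size; hits raise eYFP signal because A3G escapes Vif-driven loss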
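Read-out is eYFP fluorescence (Ex 488/Em 500-530) from Vif-expressing HeLa A3G-eYFP cells; more signal means A3G escaped Vif-mediated degradation. Cells plated overnight, compound pinned in, incubated overnight at 37 deg C.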
D1 agonist – agonists of human D1 dopamine receptor; P21728; HEK293 T-REx D1 cells, calcium flux, agonist mode; activation, % at 2 µM; 360,000 compounds, 1% hits; AID 504660; in the data active = activation above about 30%; also: 0% is about no effect
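Tetracycline-induced HEK293 TREx D1 cells, force-coupled to calcium signalling, were dye-loaded with a no-wash calcium kit. Compound was pin-added after a 10 s baseline. Fluorescence was read kinetically at 1 cycle/s for 180 s, with calcium rises flagged as agonism.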
D1 potentiator – enhances dopamine response at the human D1 receptor. 360,000 compounds, 0.036% hits. P21728. HEK293 TREx D1 cells, calcium flux, dopamine EC20 potentiation. potentiation, % at 10 µM; in the data active = potentiation above about 30%; also: 0% is about no effect
* hit, by the source's call; & = joins results of further samples. Unless noted, calls follow the shape of the dose curve; as a rule, active = well fitted curve in the direction sought with a large enough effect; inconclusive = small, poorly fitted or top-dose-only effect, or another doubt; inactive = no such curve, though single readings can be large; an effect the other way counts as inactive or inconclusive.

How did COc1ccc(CNC(=O)c2cnc3sc4cc(OC)ccc4n3c2=O)cc1 do in these assays?
Vif-APOBEC3F blk: -6%; LDHA inh: -2; D1 antag: 18; RXFP1 ag: 0.6%; D2 potentiator: 8; Glioma ERSR ind: -2%; Vif-APOBEC3G blk: -2%; D1 agonist: 2; D1 potentiator: 0

What do the screens show for `COc1ccccc1/C=C/c1nc(C#N)c(NC2CCCCC2)o1`?
Vif-APOBEC3F blk: -4%; LDHA inh: 1; D1 antag: 2; RXFP1 ag: 16%; D2 potentiator: -7; Glioma ERSR ind: 0%; Vif-APOBEC3G blk: 3%; D1 agonist: 0; D1 potentiator: 2

How did O=C(Cc1cc(=O)[nH][nH]1)N/N=C/c1c(Cl)cccc1Cl do in these assays?
Vif-APOBEC3F blk: 0%&-7%; LDHA inh: -1&-4; D1 antag: -3&8; RXFP1 ag: -0.4%&1.9%; D2 potentiator: -1&3; Glioma ERSR ind: -2%&-2%; Vif-APOBEC3G blk: -4%&1%; D1 agonist: 6&2; D1 potentiator: -3&-2

Results for CC(C)[C@H](N)c1cn([C@@H](CO)C(=O)N2CCNCC2)nn1 ?
Vif-APOBEC3F blk: 0%; LDHA inh: -1; D1 antag: 3; RXFP1 ag: -1.3%; D2 potentiator: 9; Glioma ERSR ind: -3%; Vif-APOBEC3G blk: -9%; D1 agonist: -1; D1 potentiator: -4

How did Cc1cc(C)nc(SCCS(=O)Cc2ccc(Cl)cc2)n1 (centres undefined) do in these assays?
Vif-APOBEC3F blk: -9%; LDHA inh: -4; D1 antag: 0; RXFP1 ag: 3.4%; D2 potentiator: -2; Glioma ERSR ind: -2%; Vif-APOBEC3G blk: -8%; D1 agonist: 2; D1 potentiator: 0

Results for COc1cc(CN2CCN(C(=O)CC(C)C)CC2)cc(OC)c1OC ?
Vif-APOBEC3F blk: -3%; LDHA inh: inconclusive; D1 antag: 20; RXFP1 ag: -3.0%; D2 potentiator: 2; Glioma ERSR ind: -3%; Vif-APOBEC3G blk: -1%; D1 agonist: 6; D1 potentiator: 0

Results for CCC(C)NC(=O)CC1Oc2ccc(Cl)cc2NC1=O (centres undefined) ?
Vif-APOBEC3F blk: -15%; LDHA inh: -2; D1 antag: -3; RXFP1 ag: 1.0%; D2 potentiator: 25; Glioma ERSR ind: -4%; Vif-APOBEC3G blk: 0%; D1 agonist: 1

Results for CN1CC2=Cc3ccccc3OC23Oc2ccccc2C=C3C1 ?
Vif-APOBEC3F blk: inconclusive; LDHA inh: -1; D1 antag: -51*; RXFP1 ag: 0.8%; D2 potentiator: -18; Glioma ERSR ind: -15%; Vif-APOBEC3G blk: inconclusive; D1 agonist: 13; D1 potentiator: -16

How did CC1CCN(S(=O)(=O)c2ccc3c(c2)CCN3C(=O)Nc2ccc(Br)cc2F)CC1 do in these assays?
LDHA inh: 1; D1 antag: 18; RXFP1 ag: 2.0%; D2 potentiator: 0; D1 agonist: 0; D1 potentiator: -7

Results for COCCCNCCOCCOc1ccc(C)cc1Br ?
Vif-APOBEC3F blk: -2%; LDHA inh: -7; D1 antag: 5; RXFP1 ag: 0.5%; D2 potentiator: -21; Glioma ERSR ind: -5%; Vif-APOBEC3G blk: 2%; D1 agonist: 7; D1 potentiator: -9

What do the screens show for `O=C(NCCc1ccccc1)c1cc(-c2ccc3c(c2)OCO3)on1`?
Vif-APOBEC3F blk: -1%; LDHA inh: -1; D1 antag: 2; RXFP1 ag: 2.7%; D2 potentiator: -5; Glioma ERSR ind: -1%; Vif-APOBEC3G blk: 0%; D1 agonist: 0; D1 potentiator: 9

Results for CNc1nc(-c2ccccc2)nnc1C(F)(F)F ?
Vif-APOBEC3F blk: -3%; LDHA inh: 2; D1 antag: -6; RXFP1 ag: -1.3%; D2 potentiator: -14; Glioma ERSR ind: -4%; Vif-APOBEC3G blk: -2%; D1 agonist: 2; D1 potentiator: -7

What do the screens show for `Fc1ccccc1/C=N/n1c(C2CCCCC2)n[nH]c1=S`?
Vif-APOBEC3F blk: -7%; LDHA inh: -3; D1 antag: 2; RXFP1 ag: -0.3%; D2 potentiator: 12; Glioma ERSR ind: -6%; Vif-APOBEC3G blk: -19%; D1 agonist: 3; D1 potentiator: -12

What do the screens show for `O=C(Nc1ccc(F)cc1)C1CC(=O)n2cnnc2N1` (centres undefined)?
Vif-APOBEC3F blk: -1%; LDHA inh: -2; D1 antag: -5; RXFP1 ag: 0.2%; D2 potentiator: 4; Glioma ERSR ind: -5%; Vif-APOBEC3G blk: -4%; D1 agonist: 1; D1 potentiator: -3

Results for COC(=O)c1ccc2c(c1)C(=O)/C(=C/c1ccc(O)cc1)O2 ?
Vif-APOBEC3F blk: 2%; LDHA inh: -10; D1 antag: 2; RXFP1 ag: 6.8%; D2 potentiator: -8; Glioma ERSR ind: 9%; Vif-APOBEC3G blk: -7%; D1 agonist: 88*; D1 potentiator: -4

Results for Cc1ccc(CN2C(=O)CCC2C(=O)NCc2ccco2)cc1 (centres undefined) ?
Vif-APOBEC3F blk: 4%; LDHA inh: -4; D1 antag: -3; RXFP1 ag: -2.1%; D2 potentiator: -6; Glioma ERSR ind: -3%; Vif-APOBEC3G blk: 7%; D1 agonist: -2; D1 potentiator: 6

How did N#Cc1cccc(NC(=O)CC2CCCCC2)c1 do in these assays?
Vif-APOBEC3F blk: 7%; LDHA inh: -5; D1 antag: -24; RXFP1 ag: 1.8%; D2 potentiator: -5; Glioma ERSR ind: 0%; Vif-APOBEC3G blk: -4%; D1 agonist: 2; D1 potentiator: -3

How did CCOc1ccc(N(C(C)C(=O)N2CCCCCC2)S(C)(=O)=O)cc1 (centres undefined) do in these assays?
Vif-APOBEC3F blk: 3%; LDHA inh: -3; D1 antag: 2; RXFP1 ag: -2.3%; D2 potentiator: 5; Glioma ERSR ind: -4%; Vif-APOBEC3G blk: 1%; D1 agonist: 2; D1 potentiator: -3

How did COc1ccc(Nc2ccncc2[N+](=O)[O-])cc1 do in these assays?
Vif-APOBEC3F blk: 3%; LDHA inh: -6; D1 antag: -4; RXFP1 ag: -1.8%; D2 potentiator: 3; Glioma ERSR ind: -10%; Vif-APOBEC3G blk: 3%; D1 agonist: 1; D1 potentiator: 0

What do the screens show for `Cc1ccc2nc(SCc3nc4cc(Cl)ccc4c(=O)[nH]3)[nH]c2c1`?
Vif-APOBEC3F blk: -6%; LDHA inh: -7; D1 antag: 6; RXFP1 ag: 1.5%; D2 potentiator: -3; Glioma ERSR ind: 3%; Vif-APOBEC3G blk: 2%; D1 agonist: 0; D1 potentiator: -7

How did Cc1cc(C(=O)N2CCN(c3ncccc3C#N)CC2)no1 do in these assays?
Vif-APOBEC3F blk: 1%; LDHA inh: 0; D1 antag: -2; RXFP1 ag: 8.2%; Glioma ERSR ind: -5%; Vif-APOBEC3G blk: -4%; D1 agonist: 2; D1 potentiator: -2

What do the screens show for `O=C(CN1CCN(Cc2ccc(F)cc2)CC1)Nc1ccccc1F`?
Vif-APOBEC3F blk: 0%; LDHA inh: -1; D1 antag: 7; RXFP1 ag: 5.3%; D2 potentiator: -2; Glioma ERSR ind: -1%; Vif-APOBEC3G blk: 0%; D1 agonist: 3; D1 potentiator: 2

How did O=C(Nc1cccc(Cl)c1N1CCCCC1)c1ccc2c(c1)OCCO2 do in these assays?
Vif-APOBEC3F blk: 2%; LDHA inh: 0; D1 antag: 6; RXFP1 ag: 1.8%; D2 potentiator: 6; Glioma ERSR ind: -3%; Vif-APOBEC3G blk: -1%; D1 agonist: 2; D1 potentiator: 15

Results for CNC(=O)c1sc(-c2ccc(Cl)cc2)nc1C ?
Vif-APOBEC3F blk: -1%; LDHA inh: -5; D1 antag: -9; RXFP1 ag: 1.6%; D2 potentiator: -9; Glioma ERSR ind: 5%; Vif-APOBEC3G blk: -6%; D1 agonist: 3; D1 potentiator: -4

Results for Cc1ccc(NC(=O)N2Cc3ccccc3CC2C(=O)NC(C)(C)C)cc1 (centres undefined) ?
Vif-APOBEC3F blk: 5%; LDHA inh: 0; D1 antag: 46; RXFP1 ag: 0.6%; D2 potentiator: 3; Glioma ERSR ind: -1%; Vif-APOBEC3G blk: -4%; D1 agonist: -1; D1 potentiator: 0

How did O=C(Cc1c(F)cccc1Cl)N1CCCC1 do in these assays?
Vif-APOBEC3F blk: -4%; LDHA inh: 0; D1 antag: -8; RXFP1 ag: -0.4%; D2 potentiator: -3; Glioma ERSR ind: -4%; Vif-APOBEC3G blk: 0%; D1 agonist: 1; D1 potentiator: -3

What do the screens show for `COc1ccc(N2CCN(C(c3ccccc3OC)c3nnnn3C3CCCC3)CC2)cc1` (centres undefined)?
Vif-APOBEC3F blk: 0%; LDHA inh: 5; D1 antag: -16; RXFP1 ag: 0.1%; D2 potentiator: 2; Glioma ERSR ind: -5%; Vif-APOBEC3G blk: 0%; D1 agonist: 2; D1 potentiator: -1

What do the screens show for `Cc1ccc(C(=O)COC(=O)CCc2ccc(S(=O)(=O)N3CCCCC3)cc2)cc1`?
Vif-APOBEC3F blk: 6%; LDHA inh: -3; D1 antag: -19; RXFP1 ag: 1.0%; D2 potentiator: -3; Glioma ERSR ind: -3%; Vif-APOBEC3G blk: 0%; D1 agonist: 14; D1 potentiator: -5

What do the screens show for `CC(=O)N1CCN(S(=O)(=O)c2cccc(C(=O)NC3CCCc4ccccc43)c2)CC1` (centres undefined)?
Vif-APOBEC3F blk: 0%; LDHA inh: -4; D1 antag: 7; RXFP1 ag: 0.9%; Glioma ERSR ind: -2%; Vif-APOBEC3G blk: 1%; D1 agonist: 2; D1 potentiator: -7

What do the screens show for `O=C(COC(=O)c1ccco1)Nc1nnc(-c2ccccc2)o1`?
Vif-APOBEC3F blk: 7%; LDHA inh: 2; D1 antag: 1; RXFP1 ag: -1.5%; D2 potentiator: 4; Glioma ERSR ind: 2%; Vif-APOBEC3G blk: -5%; D1 agonist: 0; D1 potentiator: -6

Not all compounds are listed; rates above refer to the full screens.
